# From PubChem
# TRHR PAM – allosteric enhancers of human TRH receptor | 0.66% of 360,000 active | TRHR cells, fluo-8 calcium fluorescence, EC20 TRH enhancement | P34981 | enhancement, % at 2 µM; in the data active = enhancement above about 30%; note: 0% is about no effect
#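 Enhancer read-out: after compound pinning and an initial kinetic agonist-mode read, an EC20 of TRH (10 nM final) was injected and fluo-8 calcium signal (Ex 480/Em 530) followed at 1 s/cycle for 100 cycles in TRHR-expressing cells.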
# Pin1 inh – blocks the human prolyl isomerase Pin1. Q13526. Pin1 FP peptide displacement, HiFluor488, 10 min. Potency, µM (doses to about 115 µM), for inactives: at the top dose activity, negative = inhibition, hits mostly inhibitors. 0.009% of 390,000 active. AID 504891; active = well fitted inhibition curve with a large enough effect in the polarisation, with a control signal flat, not every such curve was filed as active; inconclusive = small, poorly fitted or top-dose-only effect, or effect the other way, or a change in a side signal; inactive = no such curve, though single readings can be large or run the other way; the % refers to the polarisation; note: potency is the fitted concentration of half-maximal effect; % is set by controls: 0 for no effect and ±100 for the full control effect
# Target sequence (Q13526 whole entry, looked up): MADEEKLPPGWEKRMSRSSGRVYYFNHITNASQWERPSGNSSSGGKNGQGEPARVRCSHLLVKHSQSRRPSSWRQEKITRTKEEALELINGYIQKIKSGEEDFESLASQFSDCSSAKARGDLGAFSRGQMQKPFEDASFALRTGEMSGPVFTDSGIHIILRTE
# TrxR1 substrate – substrates of rat thioredoxin reductase 1 | 0.01% of 390,000 active | O89049 | purified TrxR1 substrate turnover, NADPH consumption readout | Potency, µM (top dose mostly 114 µM), without a hit: top-dose activity change, negative = substrate turnover; note: potency is the fitted concentration of half-maximal effect; % is set by controls: 0 for no effect and ±100 for the full control effect; nearly all actives have a fitted effect of over 50% in size
#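 Rat TrxR1, dispensed at 90 nM, was prereduced with 400 uM NADPH (final) for 5 min at ~22 deg C, then incubated with compound 15 min before 400 uM selenite. A first-read NADPH fluorescence drop versus no-compound background flagged substrates.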
# D2 antag – antagonizes the human D2 dopamine receptor; P14416; inhibition, % at 10 µM; 2% of 340,000 active; HEK293 TREx D2 cells, calcium flux, dopamine EC80; in the data active = inhibition above about 30%; note: 0% is about no effect
# Target sequence (P14416 whole entry, looked up): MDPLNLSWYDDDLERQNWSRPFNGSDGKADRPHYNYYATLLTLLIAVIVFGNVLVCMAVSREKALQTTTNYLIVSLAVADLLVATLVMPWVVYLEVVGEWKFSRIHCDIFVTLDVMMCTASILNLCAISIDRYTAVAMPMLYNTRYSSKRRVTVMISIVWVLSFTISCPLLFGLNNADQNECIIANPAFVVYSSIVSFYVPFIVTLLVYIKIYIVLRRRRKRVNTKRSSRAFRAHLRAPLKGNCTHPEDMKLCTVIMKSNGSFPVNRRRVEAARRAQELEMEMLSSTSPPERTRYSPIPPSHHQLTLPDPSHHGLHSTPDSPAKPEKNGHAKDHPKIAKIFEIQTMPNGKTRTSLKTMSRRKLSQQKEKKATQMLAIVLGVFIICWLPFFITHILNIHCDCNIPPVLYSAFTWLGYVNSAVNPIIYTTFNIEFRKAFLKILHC
#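 Calcium flux kinetic readout in an inducible HEK293 TREx D2 line plated overnight at 30 C. After 180 s compound exposure, an EC80 dopamine challenge follows with another 180 s kinetic read to detect antagonism.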
# D2 agonist – activates the human D2 dopamine receptor. activation, % at 2 µM. HEK293 T-REx D2 cells, calcium flux agonist mode. AID 485358. P14416. 0.53% of 340,000 active;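 active = activation over 3 SD above normal in the single-dose calcium agonist read, cut at about 30% in these data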; note: 0% is about no effect
#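 Agonism scored from kinetic calcium signal (1 read/sec, 180 s) following compound pin transfer, after a 10 s baseline. Cells: HEK293 Trex line expressing inducible D2 receptor coupled to calcium, dye-loaded after overnight culture at 30 C.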
# TrxR1 inh – inhibitors of rat thioredoxin reductase 1; O89049; recombinant rTrxR1, NADPH fluorescence consumption, selenite substrate; Potency, µM (highest dose often 114 µM), inactives show at the highest dose activity change, negative = inhibition, usual class: inhibitors; 1% of 390,000 active; AID 588453; note: potency is the fitted concentration of half-maximal effect; % is set by controls: 0 for no effect and ±100 for the full control effect; nearly all actives have a fitted effect of over 65% in size
#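 Rat TrxR1 (90 nM in the dispensed reagent) was pre-reduced with 400 uM NADPH for 5 min at room temperature, then incubated with compound for 15 min. After 400 uM selenite was added, NADPH fluorescence (Ex 340/Em 450 nm) was followed for 8 min.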
# TRHR agonist – activates the human TRH receptor; P34981; TRHR cells, calcium flux fluo-8, FDSS agonist mode; activation, % at 2 µM; 0.18% of 360,000 active; in the data active = activation above about 30%; note: 0% is about no effect
#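 Fluo-8-loaded TRHR cells; 10 s baseline, compound added, kinetic Ca2+ fluorescence read 1/s, agonist mode.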
# mIDH1 inhibitor – human IDH1 R132H inhibition | IDH1-R132H enzyme, NADPH consumption, diaphorase/resazurin fluorescence | Potency, µM (titrated, usually from 76.6 µM), without a hit: at the highest dose activity change, negative = inhibition, usual class: inhibitors | 0.093% of 390,000 active; note: potency is the fitted concentration of half-maximal effect; % is set by controls: 0 for no effect and ±100 for the full control effect; nearly all actives have a fitted effect of over 65% in size
# Target sequence (O75874 whole entry R132H, stated change not applied): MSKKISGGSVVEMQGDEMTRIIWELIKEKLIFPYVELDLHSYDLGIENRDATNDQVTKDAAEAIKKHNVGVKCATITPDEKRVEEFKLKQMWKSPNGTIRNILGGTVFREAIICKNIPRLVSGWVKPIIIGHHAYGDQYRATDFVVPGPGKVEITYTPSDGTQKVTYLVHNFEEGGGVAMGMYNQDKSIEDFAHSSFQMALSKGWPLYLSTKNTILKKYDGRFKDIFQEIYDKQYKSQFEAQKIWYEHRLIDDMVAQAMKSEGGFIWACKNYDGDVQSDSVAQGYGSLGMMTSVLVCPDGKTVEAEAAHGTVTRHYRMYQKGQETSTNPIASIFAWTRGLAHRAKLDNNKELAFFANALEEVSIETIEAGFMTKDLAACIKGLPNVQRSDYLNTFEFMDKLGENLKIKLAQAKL
#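 IDH1-R132H (0.5 ug/mL dispensed) in pH 7.5 Tris buffer was preincubated 30 min with compound, then given a substrate mix of 0.016 mM NADPH and 2 mM alpha-KG for 80 min at room temperature; remaining NADPH was read by diaphorase/resazurin fluorescence.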
# USP1 inh – blocks the human USP1/UAF1 deubiquitinase complex | Potency, µM (doses to about 57.1 µM), for inactives: at the highest dose activity change, negative = inhibition, most hits filed as inhibitors | AID 743255 | 0.23% of 390,000 active | O94782 | recombinant USP1/UAF1, Ub-Rhodamine cleavage fluorescence; note: potency is the fitted concentration of half-maximal effect; % is set by controls: 0 for no effect and ±100 for the full control effect; nearly all actives have a fitted effect of over 60% in size; inactives centre near -12
#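 In this screen, compounds sit with the deubiquitinase complex (1nM) for 15 min at room temperature before Ub-Rho is added at 150nM final. Fluorescence rise is then followed for 6 reads every 60 seconds.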
# An asterisk follows results filed as active; ? = inconclusive; nt = not tested or not shown; [ ] = another dose, or the depositor's remark. Unless noted, calls come from the whole dose curve; as a rule, active = well fitted inhibition curve with a large enough effect; inconclusive = small, poorly fitted or top-dose-only effect; inactive = no such curve, though single readings can be large or run the other way. An excerpt. The share of hits here may be higher or lower than overall.
SMILES,TRHR PAM,Pin1 inh,TrxR1 substrate,D2 antag,D2 agonist,TrxR1 inh,TRHR agonist,mIDH1 inhibitor,USP1 inh
Cc1ccc(S(=O)(=O)c2cn(C)c3cc(N4CCOCC4)c(F)cc3c2=O)cc1,2,1%,13%,-7,0.6,-3%,0.2,-5%,-16%
CN(CC(=O)Nc1ccccc1C(F)(F)F)Cc1c(O)ccc2ccccc12,-4,-8%,7%[57.1 µM],-19,0.4,?,0.8,15%,-25%
CC(c1ccccc1)C1NC(C(=O)O)CS1 (stereo not drawn),nt,-2%,-4%,nt,nt,24%,nt,3%,-25%
COc1ccc(-c2oc3ccc(N4CCOCC4)cc3c2C#CC2(O)CCCCC2)cc1,nt,0%,138%[activator][57.1 µM],nt,nt,51%[activator][57.1 µM],nt,-1%,-26%
CC1CCCC(NC(=O)COC(=O)c2cc(=O)[nH]c3ccccc23)C1C (stereo not drawn),nt,1%,-2%,nt,nt,-2%,nt,-14%,-2%
COc1cc2c(cc1OC)C(C)N(C(=O)Nc1cc(C)cc(C)c1)CC2 (stereo not drawn),8,4%,-3%,-4,0.1,9%,-1.1,-3%,-22%
COc1cc2ncc3c(-c4ccccc4)nn(CC(=O)NC4CCCCC4)c3c2cc1OC,2,22%,2%[57.1 µM],nt,-0.1,14%[57.1 µM],0.2,-13%,-1%
COc1ccc(N2CCN(c3nc(NCCO)nc(N4CCOCC4)n3)CC2)cc1,2,-3%,9%[57.1 µM],-2,-0.1,-2%[57.1 µM],-0.4,4%,-6%
CC(=O)c1cccc(NC(=O)CCCNC(=O)c2ccc(Cl)cc2)c1,20,5%,0%,-4,0.0,11%,-0.5,4%,-14%
O=C(/C=C/c1cccnc1)c1ccc([N+](=O)[O-])cc1,4,-5%,12%,-16,1.1,-19%,2.3,8%,-26%
Cc1ncc(CN2CCN(CCc3ccccc3)C(CCO)C2)s1 (stereo not drawn),10,-10%,-1%,7,-0.2,-3%,0.2,-4%,-26%
COc1ccc(N(C)S(=O)(=O)c2cccc(C(=O)Nc3nc(C)c(C(C)=O)s3)c2)cc1,-1,17%,0%,-6,-0.3,29%,0.3,2%,-14%
Cc1cc(OCC(=O)N2CCc3ccccc3C2)c2c(-c3ccccc3)cc(=O)oc2c1,-6,30%,5%[57.1 µM],1,0.9,20%[57.1 µM],-0.1,-3%,-19%
CCOC(=O)c1csc(-c2sccc2Br)n1,9,-6%,1%,6,0.1,14%,-1.0,14%,-22%
COc1ccc(OC)c(Nc2ncnc3c2nc2n3CCCC2)c1,11,1%,-11%,nt,-1.2,-2%,-0.2,-9%,-14%
COc1ccc(-c2csc(NNC3=NCCCCC3)n2)cc1,6,0%,2%[57.1 µM],-10,1.0,14%[57.1 µM],-0.4,?,-6%
CC(C)(C)c1ccc(NC(=O)c2ccc3c(c2)S(=O)(=O)c2ccccc2C3=O)cc1,nt,1%,10%[57.1 µM],nt,nt,36%,nt,-9%,-23%
COc1ccc(-c2nnn(CC(=O)OC3CCCCC3)n2)cc1OC,-8,0%,-3%,2,1.0,6%,-1.8,4%,-19%
CCOC(=O)CSc1nnc(-c2ccccc2)c(-c2ccccc2)n1,2,1%,-2%,3,0.3,16%,1.0,-10%,-16%
O=C(Cc1ccccc1)N[C@@H](Cc1ccccc1)c1nc2ccccc2[nH]1,-9,-3%,4%,9,-0.1,-15%,0.7,8%,-23%
CSc1ccccc1NC(=O)c1cc(C(C)C)on1,5,7%,4%,-8,-0.2,8%,-0.3,8%,-18%
CCOc1cc(C2NC(=O)NC(c3ccccc3)=C2C(C)=O)ccc1OCC(N)=O (stereo not drawn),2,1%,-12%,10,0.1,-16%,1.1,6%,1%
CCOC(=O)C1=C(COC(=O)c2ccc([N+](=O)[O-])s2)NC(=O)NC1C (stereo not drawn),nt,nt,-7%,nt,nt,-27%,nt,-6%,?
Cc1cc(C)cc(C(=O)n2nc(C)c(S(=O)(=O)N3CCOCC3)c2C)c1,12,-6%,2%[57.1 µM],nt,-0.2,?,-0.6,-4%,-22%
Cc1nnc(NC(=O)c2oc3ccccc3c2C)s1,3,15%,-1%,0,-1.0,7%,-0.4,0%,-18%

# Quoted at random: 3 compounds from above
SMILES,TRHR PAM,Pin1 inh,TrxR1 substrate,D2 antag,D2 agonist,TrxR1 inh,TRHR agonist,mIDH1 inhibitor,USP1 inh
Cc1nnc(NC(=O)c2oc3ccccc3c2C)s1,3,15%,-1%,0,-1.0,7%,-0.4,0%,-18%
CCOC(=O)C1=C(COC(=O)c2ccc([N+](=O)[O-])s2)NC(=O)NC1C (stereo not drawn),nt,nt,-7%,nt,nt,-27%,nt,-6%,?
COc1ccc(N(C)S(=O)(=O)c2cccc(C(=O)Nc3nc(C)c(C(C)=O)s3)c2)cc1,-1,17%,0%,-6,-0.3,29%,0.3,2%,-14%

# Of the compounds above, 2 have a furan ring, fused or not:
SMILES,TRHR PAM,Pin1 inh,TrxR1 substrate,D2 antag,D2 agonist,TrxR1 inh,TRHR agonist,mIDH1 inhibitor,USP1 inh
COc1ccc(-c2oc3ccc(N4CCOCC4)cc3c2C#CC2(O)CCCCC2)cc1,nt,0%,138%[activator][57.1 µM],nt,nt,51%[activator][57.1 µM],nt,-1%,-26%
Cc1nnc(NC(=O)c2oc3ccccc3c2C)s1,3,15%,-1%,0,-1.0,7%,-0.4,0%,-18%

# Additional compounds
SMILES,TRHR PAM,Pin1 inh,TrxR1 substrate,D2 antag,D2 agonist,TrxR1 inh,TRHR agonist,mIDH1 inhibitor,USP1 inh
Cc1ccc(-c2noc(CCC(=O)Nc3ccc(F)cc3Cl)n2)cc1,-2,0%,8%,nt,nt,23%,-0.3,-14%,-18%
CCOC(=O)N1CC(C)N(C(=S)Nc2ccccc2)CC1C (stereo not drawn),nt,-1%,5%[57.1 µM],nt,nt,6%[2.29 µM],nt,0%,?
O=C(Nc1ccc(N2CCN(C(=O)c3ccccc3)CC2)cc1)c1ccc([N+](=O)[O-])o1,13,?,-12%,14,-0.6,-28%,-4.0,0%,-13%
O=C(Nc1nccs1)c1ccc(S(=O)(=O)c2ccccc2)cc1,4,3%,-3%,nt,nt,-10%,0.0,9%,-21%
CCOc1cc2[nH]c(=O)n(CCCC(=O)N3CCN(c4ccc(OC)cc4)CC3)c(=O)c2cc1OCC,4,-2%,6%[57.1 µM],nt,0.8,13%[57.1 µM],-0.6,3%,6%
CC1(C)CC(=O)c2sc(NC(=O)CN3C(=O)CCC3=O)nc2C1,5,1%,-1%,nt,nt,16%,0.8,-11%,-21%
Cn1ccnc1SCC(=O)Nc1cccc2ccccc12,-8,-10%,5%,13,0.2,15%,-0.4,1%,-11%
S=C(Nc1ccc(Br)cc1)NC1CCN(Cc2ccccc2)CC1,-1,-5%,2%,109*,4.5,7%,4.0,24%,-23%
CCOC(=O)[C@@H]1[C@H]2COc3ccccc3[C@@H]2N2C(=O)N(c3cccc(F)c3)C(=O)[C@@]12C,nt,11%,-2%,nt,nt,8%,nt,-7%,-4%
COc1ccc(CCN2CC(C(=O)NCc3c(C)n[nH]c3C)CCC2=O)cc1 (stereo not drawn),9,2%,1%,-4,-0.1,8%,0.6,4%,-10%
O=C1c2ccccc2C(=O)N1Cc1nn2c(-c3ccc(Cl)cc3)nnc2s1,-5,6%,-1%,8,-0.5,5%,0.1,8%,-5%
CCOC(=O)C(NC(C)=O)C(OC(C)=O)c1cccc([N+](=O)[O-])c1 (stereo not drawn),4,-4%,0%,12,-1.0,3%,0.5,12%,-11%
O=Cc1c(Cl)[nH]c(=O)n1-c1ccccc1,-2,1%,7%[57.1 µM],-15,0.4,19%[57.1 µM],1.7,2%,-16%
Cc1ccc(S(=O)(=O)NCCSc2nnc(N)s2)cc1,-4,-5%,-1%,1,0.2,6%,0.0,9%,-5%
CC1(C)C=Cc2c(ccc3c2OC[C@@H](c2ccc(O)cc2O)C3)O1,nt,-12%,-4%,nt,nt,22%,nt,7%,-9%
CS(=O)(=O)N(CC(=O)Nc1ccccc1-c1ccccc1)c1cccc(F)c1,2,-5%,-4%,-5,0.8,19%,-0.3,-2%,-27%
O=C(c1ccccc1OCc1ccc(Cl)cc1)N1CCN(c2ccccn2)CC1,3,2%,-6%[57.1 µM],-9,-0.2,-10%[57.1 µM],-0.1,6%,-3%
NC(=O)COC(=O)/C=C/c1ccc2ccccc2n1,-1,6%,4%,-3,-0.1,14%[57.1 µM],-0.3,2%,-2%
COc1ccc(Cc2nnc(NC(=O)c3ccccc3F)s2)cc1,5,-5%,-16%,28,0.1,9%[57.1 µM],-0.6,0%,-1%
CN(NS(=O)(=O)c1ccccc1)c1nc2ccccc2nc1C(F)(F)F,-2,-8%,-5%,-5,-0.1,-3%,-0.3,7%,-15%
C=CCNC(=O)c1ccc(-c2nc(-c3ccc(Cl)cc3Cl)cs2)cc1,4,-1%,4%,nt,nt,2%,0.1,4%,-14%
CCN(CC(=O)NCc1cccs1)C(=O)c1ccc(N(C)S(=O)(=O)c2ccc(C)cc2)cc1,nt,0%,-3%,nt,nt,8%,nt,-3%,-2%
Cc1nn(C(C)C(=O)NCCc2ccccc2)c(=O)c2cc3occc3n12 (stereo not drawn),1,-1%,-1%,-15,-0.4,0%,-1.0,8%,-14%
COc1cc(C2c3c(-c4ccc(C)cc4)n[nH]c3C(=O)N2c2ccc(F)cc2)ccc1O (stereo not drawn),4,3%,-4%,nt,nt,5%,-0.8,?,-7%
O=S(=O)(c1ccc(F)cc1)N1CCn2c(nc3ccccc32)C1,9,-1%,4%[57.1 µM],-6,0.5,15%,0.2,-1%,?
Cc1ncc(CO)c2c1Oc1nc(-c3ccc(F)cc3)nc(SCc3ccc(F)cc3Cl)c1C2,0,?,-6%,nt,-0.1,11%,0.0,-10%,-8%
CNC(=O)c1cccc(-n2c(C)nc3cccnc32)c1C,-2,-10%,11%,nt,1.2,16%,0.7,22%,-13%
